Screening results from PubChem.
IL-1B inflam inh – inflammasome signaling inhibition, IL-1 beta readout | THP-1 LPS/ATP IL-1B secretion, AlphaLISA, 16 h; stronger effect = lower value | activity change, % at 57.5 µM | 360,000 tested, 4.7% active | AID 743279; in the data active = activity change below about -50%; inconclusive = mostly about -30% to -49%; also: % is scaled to controls: 0 for no effect and ±100 for the full control effect
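THP-1 cells pretreated 1 hr with compounds (up to 57.5 uM final), then stimulated with LPS (250 ng/mL final) plus ATP (1.25 mM final); secreted IL-1B measured by AlphaLISA after 16 hr, decreased signal indicating inhibition.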
KB-3-1 cytotox – kills parental KB-3-1 adenocarcinoma cells | KB-3-1 viability, CellTiter-Glo ATP luminescence, 72 h | Potency, µM (top dose mostly 46.1 µM), for the others: at the highest dose activity change, negative = cytotoxic, most hits filed as cytotoxic | 400,000 tested, 1.4% active | AID 1347075; also: potency is read from the fitted curve at half-maximal effect; % is scaled to controls: 0 for no effect and ±100 for the full control effect; nearly all actives have a fitted effect of over 60% in size
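Multi-concentration cytotoxicity screen in KB-3-1 cells grown in DMEM lacking phenol red with 10% FBS. After 72 h at 37 °C with compound, ATP-dependent luminescence was recorded.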
HepG2 viability – HepG2 cytotoxicity, counter-screen for TGF-b inhibitors; HepG2 CAGA-GFP viability, ATP luminescence, 18 h; 410,000 tested, 0.76% active; Potency, µM (titrated, usually from 46.1 µM), for inactives: at the highest dose activity change, negative = cytotoxicity, hits mostly cytotoxic; also: potency is read from the fitted curve at half-maximal effect; some results filed as inactive show a strong effect at the top dose
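CellTiter-Glo luminescence gave cytotoxicity after 18 hours at 37 degrees C. The cells were HepG2 CAGA-GFP in 1% FBS DMEM, stimulated with 500 pg/mL TGF-beta after compound addition. %Activity was normalised to no-cell wells (complete cell-killing) and DMSO (no toxicity), and curves were fitted and classified.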
ATXN viability – cell viability loss in ATXN counter-screen | S2 cells (HEK-293 line with an ATXN2-luciferase reporter) viability, CellTiter-Fluor protease fluorescence, 24 h | Potency, µM (series often up to 56.7 µM), most hits filed as cytotoxic | 400,000 tested, 0.49% active; also: potency is read from the fitted curve at half-maximal effect; nearly all actives have a fitted effect of over 40% in size
ATXN2 expr inh – reduces ATXN2 reporter expression in HEK-293 cells; HEK-293 ATXN2-luciferase reporter, luminescence, 24 h; Potency, µM (highest dose often 57 µM), for inactives: at the top dose activity change, negative = inhibition, hits mostly inhibitors; 360,000 tested, 0.72% active; AID 1745845; also: potency is read from the fitted curve at half-maximal effect; % is scaled to controls: 0 for no effect and ±100 for the full control effect; nearly all actives have a fitted effect of over 55% in size
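ATXN2-luciferase reporter cells (luciferase flanked by upstream and downstream ATXN2 gene portions) were treated 24 h at 37 °C with compounds at up to 57 uM. SteadyGlo luminescence gave expression; GF-AFC fluorescence gave viability.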
HT1080 IDH1KD tx – HT-1080 IDH1 knockdown cell toxicity (counter line); HT-1080 IDH1 knockdown viability, ATP luminescence, 48 h; Potency, µM (top dose mostly 46.1 µM), for inactives: at the highest dose activity, negative = toxicity, hits mostly cytotoxic; 360,000 tested, 2% active; AID 686971;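 also: potency is read from the fitted curve at half-maximal effect; 0% = DMSO wells and -100% = cell-free medium wells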
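Luminescent ATP read-out (CellTiter-Glo, 10 min at room temperature) after 48 h compound exposure at 37 °C gave viability of IDH1-knockdown HT-1080 cells. Activity was normalised to DMSO and cell-free wells, then fitted as concentration-response curves.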
SW480 rereplic – inducers of DNA re-replication in SW480 colon cancer cells; Potency, µM (series often up to 46.1 µM), inactives show top-dose re-replication activation, actives largely listed as activators; SW480 DNA re-replication, Hoechst DNA content imaging, 48 h; 340,000 tested, 1.8% active; also: potency is read from the fitted curve at half-maximal effect; % of control where 0% means no effect; nearly all actives have a fitted effect of over 55% in size
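Readout is total intensity of Hoechst-stained nuclei, excited at 405 nm and collected at 500-530 nm. Compound treatment lasted 48 hr at 37 C in 5% CO2 before staining.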
HT1080-NT tox – kills 2HG-producing HT-1080-NT fibrosarcoma cells. Potency, µM (top dose mostly 46.1 µM), for the others: top-dose activity, negative = less viability, most hits filed as cytotoxic. HT-1080-NT fibrosarcoma viability, CellTiter-Glo ATP luminescence, 48 h. 360,000 tested, 1.6% active;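 also: NT is the 2HG producing partner of a matched IDH1 knockdown line; potency is read from the fitted curve at half-maximal effect; 0% = DMSO-treated cells and -100% = media-only wells without cells; nearly all actives have a fitted effect of over 55% in size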
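HT-1080-NT; 750 cells/well; 5% FBS RPMI; 48 h compound, 37 degrees C; CellTiter-Glo luminescence; curve fitting and curve-class assignment.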
MCF10A rerep – inducers of DNA re-replication in MCF 10A breast cells | MCF 10A DNA re-replication, Hoechst nuclear intensity, 48 h | Potency, µM (titrated, usually from 46.1 µM), for the others: at the top dose activity, positive = re-replication, hits mostly activators | 350,000 tested, 2.9% active | AID 624296; also: potency is read from the fitted curve at half-maximal effect; % of control where 0% means no effect; nearly all actives have a fitted effect of over 50% in size
An asterisk follows results filed as active; i = inactive; ? = inconclusive; nt = not tested or not shown; [ ] = dose if it differs, or a comment. Unless noted, calls follow the shape of the dose curve; as a rule, active = well fitted curve in the direction sought with a large enough effect; inconclusive = small, poorly fitted or top-dose-only effect, or another doubt; inactive = no such curve, though single readings can be large; an effect the other way counts as inactive or inconclusive.

molecule | IL-1B inflam inh | KB-3-1 cytotox | HepG2 viability | ATXN viability | ATXN2 expr inh | HT1080 IDH1KD tx | SW480 rereplic | HT1080-NT tox | MCF10A rerep
N#Cc1ccc(N/N=C/c2cn(-c3ccccc3)nc2-c2ccccc2)c([N+](=O)[O-])c1 | 11 | ? | -4% | i | -3% | 14% | nt | 7% | 2%
COc1ccc(CNC(=O)COC(=O)c2ccc(C(=O)c3ccccc3)cc2)cc1 | 7 | -2% | 4% | i | 1% | -4% | -18% | -1% | 5%
O=C(NC1=NCCS1)C1CC(=O)N(c2ccc(Cl)cc2)C1 (stereo unspecified) | 10 | 2% | 0% | ? | nt | 2% | -2% | 3% | -6%
CC1CCCCN1C(=O)C12CCC(C)(C(=O)C1)C2(C)C (stereo unspecified) | 9 | -11% | 6% | i | 6% | 14% | -5% | -5% | -4%
Clc1cccc(Nc2nc(-c3ccncc3)cs2)c1 | -61* | ? | -47% | nt | 39% | ? | 15µM* | -5% | ?
CC(C)NC(=O)c1onc(CSc2ccccc2F)c1C(=O)O | 6 | 0% | -8% | i | 5% | -7% | -68% | -26% | ?
CCCc1nc(SCC(=O)NCC2CCCO2)c2c(=O)n(C)c(=O)n(C)c2n1 (stereo unspecified) | 0 | 2% | -4% | i | 5% | 14% | 3% | 3% | -2%
CCNC(=O)C1CCCN(C(=O)c2ccc(OC)c(OC)c2)CC1 (stereo unspecified) | 6 | 0% | 3% | i | 13% | 2% | nt | 15% | nt
CC(=O)Nc1cc2c3c(c1)CCN3C(=O)CC2 | -3 | ? | -5% | i | nt | 0% | 3% | 0% | ?
CC1(C)OC(C(O)(c2ccccc2)c2ccccc2)[C@@H](C(O)(c2ccccc2)c2ccccc2)O1 (stereo partly specified) | 43 | -28% | 0% | i | -2% | 10% | -5% | 9% | -14%
COc1ccc(-c2oc3ccccc3c2C(=O)OCc2ccc([N+](=O)[O-])cc2)cc1 | -6 | 16% | -3% | i | 9% | 11% | -5% | 16% | 14%
Nc1nc2nc(-c3ccccc3)cc(C(F)(F)F)c2s1 | -73* | 0% | -57% | ? | -30% | ? | 0% | -28% | 6%
Cc1ccc(S(=O)(=O)Nc2cccc(C(=O)NCc3cccnc3)c2)cc1F | 16 | 7.3µM* | -23% | i | -12% | 6.5µM* | 6.5µM* | ? | 2.9µM*
O=C(NCC1CCCO1)c1onc(CSc2cccc3ccccc23)c1C(=O)O (stereo unspecified) | 65 | 0% | 3% | i | -3% | -4% | -1% | -3% | ?
COc1cc(/C=N/NC(=O)CCC(=O)Nc2ccc(C)cc2)ccc1O | -1 | 30% | 14% | i | ? | 6% | 1% | 12% | -2%
CCOC(=O)c1cnc(-n2nc(C)cc2C)nc1N(CC)CC | -5 | -13% | -22% | i | -16% | 1.6µM* | ? | ? | -1%
Cc1c(C(=O)N2CCOCC2)sc(NC(=O)Cc2ccccc2)c1C#N | 2 | 3% | 5% | ? | -23% | 3% | -15% | 10% | 0%
O=[N+]([O-])c1cc(F)cc(F)c1Nc1ccc(F)cc1 | -1 | 8% | -1% | i | 4% | 15% | -4% | -2% | -4%
CC(C)NC(=O)NC(=O)COC(=O)c1c2c(nc3ccccc13)CCC2 | ? | 2% | -12% | i | -34% | 26µM* | 0% | ? | 23µM*
O=C(NCCS(=O)(=O)N1CCN(c2ccccc2F)CC1)c1ccc(Br)cc1 | 0 | -16% | 4% | i | 6% | 8% | -4% | 8% | 7%
OCc1cc(-c2ccccn2)no1 | 35 | 8% | -2% | i | 3% | 3% | -138%[inhibitor] | 0% | -24%
CC(C)N(C1=N/C(=C\c2ccco2)C(=O)N1c1ccccc1)C(C)C | 14 | -2% | -13% | i | 5% | 0% | ? | -1% | 7.3µM*
COc1cc(C(C2C(=O)CC(C)(C)CC2=O)C2C(=O)CC(C)(C)CC2=O)cc(OC)c1OC | 8 | 8% | -22% | i | 2% | -1% | -5% | -4% | -19%
COc1c(N2CCN(C(=S)Nc3ccccc3F)C(C)C2)c(F)cc2c(=O)c(C(=O)O)cn(C3CC3)c12 (stereo unspecified) | ? | ? | 8% | i | 0% | 4% | -10% | 12% | 10%
CCOC(=O)C1(Cc2cccc(OC)c2)CCN(Cc2cccc(OC)c2OC)CC1 | -65* | -19% | -34% | ? | ? | ? | ? | ? | ?
CC(C)(C)c1ccc(-c2n[nH]c(=S)n2/N=C/c2ccncc2)cc1 | 15 | 1% | -8% | i | 35% | -15% | 0% | 1% | ?
C[C@@H]1CN([C@@H](C)CO)C(=O)CCCn2cc(nn2)CO[C@H]1CN(C)S(=O)(=O)c1cccs1 | 32 | 19% | -1% | i | 6% | 3% | nt | 5% | nt
Cc1ccc2nc(CSc3nc(C)cc(C)c3C#N)[nH]c2c1 | 27 | -22% | -2% | nt | 129%[activator] | -27% | 4.6µM* | -2% | 1.8µM*
CCC1(c2ccccc2)NC(=O)N(CC(=O)Nc2ccc(S(=O)(=O)N3CC(C)CC(C)C3)cc2)C1=O (stereo unspecified) | -18 | -1% | 12% | i | 2% | -14% | 0% | -11% | ?
CCCN(CC(=O)Nc1ccc(F)c(F)c1F)C(=O)c1ccc(=O)n(Cc2ccccc2)n1 | 2 | -4% | -20% | i | -5% | -5% | 4% | -5% | 1%
Cc1ccccc1OC(=O)c1nc(SCc2ccccc2F)ncc1Cl | nt | -4% | -16% | i | 8% | nt | nt | nt | nt
CCCCOc1cccc(-c2nnc(N)s2)c1 | -13 | -8% | 10% | i | 23% | -10% | -3% | -3% | 13%
CCOc1ccccc1NC(=O)C(Sc1nnc2ccccn12)c1ccccc1 (stereo unspecified) | ? | -1% | 6% | i | -5% | 1% | -4% | 1% | 3%
C=CCNc1oc(C2CCCC2)nc1C#N | nt | ? | -15% | i | 6% | nt | -11% | nt | -4%
COc1ccc(N2Nc3n[nH]c(N)c3N2)cc1 | ? | 14% | -15% | i | 44%[activator] | 15% | -8% | 15% | 7%
O=S(=O)(Nc1ccc(Cl)cc1)c1ccc(N2CCOCC2)c(NC(=S)NC2CC2)c1 | 23 | -22% | -11% | nt | nt | 0% | 1% | 5% | -1%
NS(=O)(=O)c1ccc(CCNS(=O)(=O)c2cccs2)cc1 | 7 | nt | 6% | i | 5% | 4% | -1% | 5% | 0%
CCc1nc(SCC(=O)N2CC(=O)Nc3ccccc32)c2c(C)c(C)sc2n1 | 29 | -4% | -16% | i | -13% | 8% | 18% | 2% | 17%
O=C(CN1C(=O)c2ccc([N+](=O)[O-])cc2C1=O)NCc1ccco1 | 21 | 17% | 4% | nt | -13% | 25% | -2% | 20% | 2%
CC(C)S(=O)(=O)N1CCCC(c2cc(C(=O)NCc3cccnc3)no2)C1 (stereo unspecified) | 0 | 0% | -68% | i | 4% | 7% | nt | 22% | nt
O=C1OC(c2cccs2)=N/C1=C/c1ccc(-c2cccc(C(=O)O)c2)o1 | 26 | 6% | -2% | i | -22% | 4% | -37%[inhibitor] | 8% | -7%
Cc1cc(C(=O)N/N=C/c2c(C)nn(-c3ccccc3)c2Cl)n[nH]1 | -1 | 22% | -5% | i | 19% | 5% | -140% | 4% | 22%
CCOC(=O)Nc1ccc(NS(=O)(=O)c2ccc(C)cc2)cc1 | 17 | -22% | -1% | i | -13% | -19% | ? | -10% | 14%
CCOC(=O)C(CC1=CS(=O)(=O)c2ccc(Cl)cc21)(NC(C)=O)C(=O)OCC | 31 | 22% | 1% | i | nt | 0% | nt | 3% | nt
C=CCN(CC=C)CC(=O)Nn1c(C)ccc1C | -10 | 5% | -27% | i | -7% | 3% | -1% | -2% | 9%
Cn1c(SCC(=O)C(C)(C)C)nnc1-c1ccc(F)cc1 | -7 | 0% | -10% | i | 3% | 15% | 2% | 9% | 14%
NC(=O)c1csc(-c2ccc(CO)o2)n1 | -5 | 0% | 3% | i | 11% | 7% | nt | 20% | nt
C=CCSc1nc(Oc2ccccc2)c2sccc2n1 | -5 | 0% | -2% | i | -8% | -10% | -1% | -1% | 4%
CNc1cncc(-c2cccc(C(C)=O)c2)n1 | -11 | 0% | -11% | i | 27% | 18% | nt | 4% | nt
COc1cc(Br)cc(/C=N/c2ncn[nH]2)c1O | -55* | 3% | 16% | i | ? | 16µM* | 1% | ? | ?
CCOC(=O)c1ccc(NC(=O)CSc2nc3cc4ccccc4cc3[nH]2)cc1 | nt | -6% | -36% | ? | -22% | nt | nt | nt | nt
c1ccc(OCc2nc(-c3cccs3)no2)cc1 | 14 | -17% | -17% | i | 54%[activator] | 6% | 4% | 3% | -2%
Cc1c(C(=O)NCc2ccc([N+](=O)[O-])cc2)sc(=O)n1Cc1ccc2c(c1)OCO2 | -21 | 3% | -3% | i | 2% | -30% | nt | ? | nt
CSc1ccc(S(=O)(=O)N2CCN(Cc3ccc4c(c3)OCO4)CC2)cc1 | -15 | 1% | -7% | i | -3% | 1% | 4% | -7% | -2%
OC12CC3C[C@H](C1)C(N1CCOCC1)[C@@H](C3)C2 (stereo partly specified) | 12 | 3% | -1% | i | nt | 2% | 9% | 6% | -4%
CCO[C@@H]1OC(C(=O)O)=C[C@H](C2CC2)[C@H]1CCCO | 0 | 6% | 0% | i | -1% | -1% | -26% | 7% | -4%
Cc1cc(C)c(NC(=O)NC(=O)c2ccc(F)cc2)c(C)n1 | 8 | -7% | -4% | i | 17% | 1% | -1% | 0% | 5%
Clc1cccc(-n2ncc3c(NCCCn4ccnc4)ncnc32)c1 | nt | 1% | -46% | i | 12% | nt | nt | nt | nt
Cc1nn(C2CCS(=O)(=O)C2)c(C)c1CN(C)C(=O)c1ccc(S(=O)(=O)N(C)C)cc1 (stereo unspecified) | 22 | 2% | -6% | i | nt | 0% | -1% | 7% | -2%
